BCLXL inh = inhibitors of human Bcl-xL | Q07817 | inhibition, % at 10.9 µM | AID 2129 | 320,000 compounds, 0.7% hits | GST-Bcl-xL / FITC-Bim BH3 peptide fluorescence polarization;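 active means inhibition above the mean of all tested compounds plus 3 SD, cutoff set per campaign, cut at about 30% in these data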;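 further: 0% = DMSO wells and 100% = unlabeled Bim-BH3 peptide competitor; inhibitors lower millipolarization by displacing the labeled peptide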
PAFAH1B2 FP inh = blocks human PAF acetylhydrolase 1b catalytic subunit 2. inhibition, % at 3.39 µM. AID 492953. recombinant PAFAH1B2, FP-rhodamine activity probe, fluorescence polarization. 340,000 compounds, 1.2% hits;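 active means inhibition above the mean of all tested compounds plus 3 SD, cut at about 24% in these data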;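 further: 0% = enzyme with DMSO and 100% = wells lacking PAFAH1B2; many of its hits are not listed in these tables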
AHR activator = human AHR activation | P35869 | AHR-responsive luciferase reporter cells, luminescence | activation, % at 5 µM | 320,000 compounds, 2.5% hits; in the data active means activation above about 47%;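 further: 0% = vehicle wells and 100% = reference agonist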
pPAFAH FP inh = pPAFAH (human) enzyme inhibition; recombinant pPAFAH, FP-rhodamine probe fluorescence polarization; AID 463082; inhibition, % at 3.39 µM; 330,000 compounds, 1.5% hits;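 active means inhibition above the mean inhibition across the screen plus 3 SD, cut at about 25% in these data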;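 further: inhibitors block binding of the rhodamine activity-based probe so polarization drops; 0% = enzyme with DMSO and 100% = wells lacking pPAFAH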
Target sequence (Q13093 whole entry, looked up): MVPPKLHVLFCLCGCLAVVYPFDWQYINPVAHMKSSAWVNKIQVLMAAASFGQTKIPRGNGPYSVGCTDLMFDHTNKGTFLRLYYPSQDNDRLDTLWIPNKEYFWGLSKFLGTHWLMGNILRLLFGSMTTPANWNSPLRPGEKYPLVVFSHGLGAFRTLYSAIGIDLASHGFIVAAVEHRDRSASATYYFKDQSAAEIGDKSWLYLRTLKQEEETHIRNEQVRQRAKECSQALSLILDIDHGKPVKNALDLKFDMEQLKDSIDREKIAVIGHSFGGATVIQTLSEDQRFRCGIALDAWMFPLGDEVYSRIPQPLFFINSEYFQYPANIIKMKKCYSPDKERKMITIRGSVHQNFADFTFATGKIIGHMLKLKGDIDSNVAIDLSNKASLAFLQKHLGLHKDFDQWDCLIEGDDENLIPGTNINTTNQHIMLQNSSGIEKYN
Fam108B counter = Fam108B inhibition, counter-screen for RBBP9 inhibitors; recombinant Fam108B, FP-Rh probe fluorescence polarization; inhibition, % at 9.51 µM; 300,000 compounds, 0.33% hits; AID 1947;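 active means inhibition above the screen mean inhibition plus 3 SD, computed separately per campaign, cut at about 18% in these data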;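 further: inhibitors lower polarization as less probe binds the enzyme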
GLD-1 TGE inh = GLD-1-TGE RNA interaction inhibition (C. elegans); 320,000 compounds, 0.44% hits; inhibition, % at 5.96 µM; Q17339; purified GLD-1 + fluorescein TGE RNA, fluorescence polarization;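 active means percent inhibition above a per-plate cutoff, the plate mean of test compounds plus 3 SD, cut at about 30% in these data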;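 further: 0% = DMSO wells with GLD-1 and probe and 100% = wells lacking GLD-1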
MEX-5 binding = C. elegans MEX-5 TCR-2 RNA binding activity; Q9XUB2; MEX-5/FITC-TCR2 RNA binding, fluorescence polarization; stronger effect = lower value; activity score (negative = inhibition of binding), % at 10 µM; 300,000 compounds, 0.38% hits; AID 1832;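 active means inhibition past about -25% in most replicates, and total fluorescence under double the plate's negative control median, limit read from the data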;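 further: 0% = DMSO and -100% = 5 µM competing unlabeled TCR2 RNA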
PME-1 primary = blocks human protein phosphatase methylesterase 1 | Q9Y570 | recombinant PME-1, FP-Rh probe fluorescence polarization | inhibition, % at 5.9 µM | 320,000 compounds, 0.53% hits;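 active means inhibition above the campaign mean of all compounds plus 3 SD, cut at about 26% in these data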;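 further: competitive labeling of PME-1 active site by serine hydrolase directed probe; 0% = PME-1 with DMSO and 100% = wells lacking PME-1 enzyme; inhibitors block probe labeling so polarization falls and inhibition rises; many of its hits are not listed in these tables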
Target sequence (Q9Y570 whole entry, looked up): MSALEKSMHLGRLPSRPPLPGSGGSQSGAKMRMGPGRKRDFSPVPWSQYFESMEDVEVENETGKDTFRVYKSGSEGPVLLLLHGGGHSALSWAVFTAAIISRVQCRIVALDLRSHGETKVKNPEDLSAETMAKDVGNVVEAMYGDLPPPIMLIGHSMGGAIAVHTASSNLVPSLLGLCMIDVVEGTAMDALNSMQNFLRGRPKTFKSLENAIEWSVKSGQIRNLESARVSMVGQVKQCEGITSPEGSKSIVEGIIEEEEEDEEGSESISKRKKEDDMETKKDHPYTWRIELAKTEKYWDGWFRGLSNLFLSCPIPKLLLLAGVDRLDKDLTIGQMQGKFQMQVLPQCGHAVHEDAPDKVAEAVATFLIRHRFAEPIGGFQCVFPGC
MCL1-BIM inh = disrupts human MCL1 binding to BIM-BH3 peptide | 320,000 compounds, 0.68% hits | GST-MCL1 / FITC-Bim-BH3 fluorescence polarization | inhibition, % at 10.9 µM | Q07820;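 active means inhibition above the mean inhibition of all tested compounds plus 3 SD, set per campaign, cut at about 40% in these data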;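 further: 0% = DMSO wells and 100% = unlabeled Bim-BH3 peptide control; higher means more loss of mP so more displacement of Bim peptide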
* marks the source's active call; other numbers are inactive results; nt = no result given. Only part of the results is shown, so the mix of outcomes need not match the whole.

Results follow in this order: BCLXL inh, GLD-1 TGE inh, Fam108B counter, PME-1 primary, PAFAH1B2 FP inh, pPAFAH FP inh, MCL1-BIM inh, MEX-5 binding, AHR activator
- COc1ccc(CN2CCN(C(=O)C3CCN(S(=O)(=O)c4cccs4)CC3)CC2)c(OC)c1OC
→ 5, -6, 0, 10, 2, 2, -3, -1.0, 5
- Cc1ccc(C(=O)NC(C)CCc2ccccc2)cc1S(=O)(=O)N1CCOCC1 (stereo unspecified)
→ nt, -3, nt, nt, 3, -3, nt, nt, 2
- CC1Cc2ccccc2N1S(=O)(=O)c1cccc(C(=O)Nc2cccnc2)c1 (stereo unspecified)
→ -8, 2, -3, -9, 5, 3, -5, 2.0, 28
- CCC(=O)c1cc2c(C)cc(=O)oc2c(C)c1OC
→ 4, 8, 0, -8, -3, 2, 10, -3.8, -2
- CN(CC(=O)N1CCOCC1)C(=O)CSc1nc2ccccc2s1
→ 8, 3, 2, 2, 2, 6, 10, -1.0, 11
- Cc1ccc(CSC2=Nc3ccccc3C3=NC(CC(=O)NCc4ccco4)C(=O)N23)cc1 (stereo unspecified)
→ 10, 9, -10, -7, -3, 16, 20, 2.7, 2
- CN1CCN(S(=O)(=O)c2cccc(C(=O)N(C)Cc3c(F)cccc3Cl)c2)CC1
→ -11, 3, nt, 6, 0, 2, -21, nt, -2
- Oc1ccc(-c2nc3ncccn3c2Nc2ccc3c(c2)OCO3)cc1
→ 8, -2, 1, 8, 0, 5, 7, -7.1, 2
- O=S(=O)(c1ccc(NC(=S)N/N=C/c2ccc(O)c(O)c2)cc1)N1CCOCC1
→ 10, 1, 2, 15, 6, 65*, 14, -3.8, 7
- O=C1/C(=C\c2cccc([N+](=O)[O-])c2O)SC(=S)N1Cc1ccccc1
→ 12, -5, 3, -9, -1, 35*, 25, -3.4, 7
- CCN(CC)C(=O)c1sc2c(c1C)c(=O)n(-c1ccc(C)c(C)c1)c(=O)n2CC(=O)NCC1CCCO1 (stereo unspecified)
→ 6, 2, 0, 5, 0, -3, 5, 0.3, -3
- Clc1ccc(-c2nc3ccccc3n2OCc2ccccc2)cc1
→ -1, 4, -7, -6, 8, 2, -7, -0.1, 2
- CC(=O)c1cnc2cc(C)nn2c1C
→ -3, -2, 2, -1, 2, -2, -4, 2.6, 2
- CCc1ccc(C(=O)N2CCN(c3ccc(F)cc3)CC2)s1
→ 3, 0, 4, -2, -1, 5, 2, -1.1, -2
- CCCOc1ccc(C(=O)Nc2ccc(S(=O)(=O)Nc3cc(C)nc(C)n3)cc2)cc1
→ 2, 9, -2, -3, 1, 5, 3, -0.6, -1
- CCC(=O)c1ccc(OCC(=O)NC2CCN(Cc3ccccc3)CC2)cc1
→ nt, -3, nt, nt, -2, -1, nt, nt, 1
- CC(C)CC(c1nnnn1CCc1ccccc1)N1CCC(C(N)=O)CC1 (stereo unspecified)
→ 0, 3, 1, 2, 2, -2, -2, 1.4, -2
- O=C(c1ccccc1)C1CCN(C(=O)c2ccc(Cl)cc2)CC1
→ 3, 6, 2, -7, -2, 2, -2, 2.7, 0
- COc1ccc(C(CNC(=O)CCNC(=O)c2ccccc2Cl)N2CCCC2)cc1 (stereo unspecified)
→ 6, 6, nt, -3, 1, -1, 5, nt, 0
- O=C(NCc1csc(-c2cccs2)n1)C1CCC1
→ -1, 9, -3, -5, 3, 11, -4, nt, 3
- CC1COc2ccccc2N1C(=O)c1ccc(Cl)cc1 (stereo unspecified)
→ 5, -1, 0, -5, 6, 6, 5, -1.7, 12
- CC1CCCN(C(=O)c2cc(-c3ccco3)nc3ccccc23)C1 (stereo unspecified)
→ 3, 3, nt, -1, 2, -1, 7, nt, 2
- Cc1ccc(-n2nnnc2SCc2ccccn2)cc1C
→ -3, 1, 2, -3, 3, 10, -2, -1.9, 9
- COc1ccc(S(=O)(=O)N2CCC(C(N)=O)CC2)c2ccccc12
→ 3, 2, 0, 0, -4, 2, -2, -2.4, 5
- COc1c(Cl)cc(Cl)cc1CNCCNCC(C)O (stereo unspecified)
→ 5, 6, -1, -3, 5, -2, 10, -3.7, -3
- CCN(CC)c1ccc(C2C(C(=O)OCCOC)=C(C)NC3=C2C(=O)CCC3)cc1 (stereo unspecified)
→ 8, 5, -2, -7, 0, 6, 4, 0.2, 0
- Cc1cc(NC(=O)/C=C/c2cccc(Cl)c2)n(-c2nc3ccccc3[nH]2)n1
→ 0, 1, -4, 0, -4, 4, 1, -1.9, 45
- O=C(NCCN1CCCCC1)c1c(O)c2ccccc2[nH]c1=O
→ 0, -2, -3, 2, 5, 1, -4, 1.7, 3
- CCOCCCn1c(SCC(=O)Nc2ccc(C(N)=O)cc2)nc2ccccc2c1=O
→ -1, 0, 1, 0, 0, 2, -1, -2.2, -3
- CCCOc1ccc(C(=O)N(CC(C)C)c2c(N)n(Cc3ccccc3)c(=O)[nH]c2=O)cc1
→ 4, 2, 1, -1, 1, 4, -5, -0.2, 2
- COc1ccc(CNS(=O)(=O)NCc2ccccc2)cc1
→ 2, 5, 6, 0, 13, 3, 6, -0.2, 4
- O=C(COC(=O)Cc1n[nH]c(=O)c2ccccc12)NNC(=O)c1ccccc1
→ -1, 2, -3, 0, 6, -2, 2, -0.8, 5
- CC(C)C(NC(=O)C1CCCCC1)C(=O)NCCc1ccccc1 (stereo unspecified)
→ 4, 2, 1, -10, -2, 4, 2, -5.9, 0
- C=CCSCC1Nc2cc(Cl)c(S(N)(=O)=O)cc2S(=O)(=O)N1 (stereo unspecified)
→ 1, -4, -1, 5, 5, 5, -4, nt, -4
- O=C(CN1C(=O)C2C3C=CC(C3)C2C1=O)NCc1ccc2c(c1)OCO2 (stereo unspecified)
→ 6, 1, -4, 2, 2, -3, 5, -2.3, 5
- COc1ccc(CCNC(=O)Cn2c(=O)n(-c3ccc(F)cc3F)c(=O)c3sccc32)cc1OC
→ 4, 10, -2, -7, 1, 2, -1, -1.7, 0
- COc1ccc(-c2cc(C(F)(F)F)nc(SCCC(=O)NCc3ccccc3)n2)cc1
→ 2, 5, -1, -2, 1, 3, 2, -2.0, 1
- C=CCn1c(-c2cccc(OCC)c2)n[nH]c1=S
→ -12, 3, 2, 1, -4, 1, -11, -0.2, 4
- O=C(NC1CCCC1)C1CCC(=O)N1C1CCCCC1 (stereo unspecified)
→ 2, 6, 7, 6, -1, 5, 2, -0.2, -1
- COc1cccc(NC(=O)CCC(=O)Nc2ccc3nc(N4CCOCC4)cc(C)c3c2)c1
→ 1, 12, 2, -1, 3, 5, 6, -2.6, 28
- COc1cccc(OCc2cc(C(=O)NCC3CCCCC3)no2)c1
→ -1, -1, -1, -10, 3, 2, -3, 4.4, 1
- CCOC(=O)c1ccc(Nc2cc(C)nc(C)c2C(=O)OCC)cc1
→ 2, 3, -6, 1, 3, 19, -2, 0.4, 2
- N#CC1=C2C=Cc3ccccc3N2CCCC1=O
→ 0, 4, -2, -2, 0, -4, 0, 0.0, 17
- CN(C)c1ccc(/C=C/C(O)=C2/C(=O)N(C)C3(C)CC2c2ccccc2O3)cc1 (stereo unspecified)
→ -55, -83, 1, -1, nt, -3, -102, -13, 15
- CC1(C)CC(=O)C2=C(C1)NC(=O)CC2c1ccc(F)cc1 (stereo unspecified)
→ 0, 2, 8, -1, -2, 4, -7, 0.8, -1
- CC(C)NC(=S)N/N=C/c1c[nH]c2ccccc12
→ 6, 6, 1, 3, 0, 10, 12, 1.3, 129*
- CC(NC(=O)/C=C/c1cnc2ccccc2n1)C12CC3CC(CC(C3)C1)C2 (stereo unspecified)
→ 1, 0, -2, -4, 24*, 5, -18, -0.5, 6
- COc1ccccc1OCC(=O)NCC1CCCN(Cc2cnn(C)c2C)C1 (stereo unspecified)
→ 7, 4, 0, -2, -2, 1, 4, 1.2, -1
- COc1cccc(NC(=O)NCc2ccccc2F)c1
→ -1, 3, -1, 6, 0, 2, -3, -0.4, 8
- CCOc1cc(/C=N/Nc2cc(C)nc(-n3nc(C)cc3C)n2)ccc1O
→ 0, 3, 0, 15, 3, 1, 8, 1.2, 18

Next part.
Results follow in this order: BCLXL inh, GLD-1 TGE inh, Fam108B counter, PME-1 primary, PAFAH1B2 FP inh, pPAFAH FP inh, MCL1-BIM inh, MEX-5 binding, AHR activator
- Cn1c(N)c(C(=O)COC(=O)c2ncc(Cl)c(Cl)c2Cl)c(=O)n(C)c1=O
→ 3, -5, 3, -3, 2, -3, -1, 1.2, -1
- Cc1[nH]c2ccccc2c1CN1CCC(Cc2ccccc2)CC1
→ 7, 7, 5, -6, 2, 2, 8, -0.8, 3
- CCOC(=O)c1cnc2c(C#N)c(C)nn2c1-c1ccccc1
→ 1, -4, -1, 2, 4, -2, -6, -4.5, 2
- CN(C)S(=O)(=O)c1ccc(Cl)c(NC(=O)CN2C(=O)NC(C)(C3CC3)C2=O)c1 (stereo unspecified)
→ 2, -3, 2, -3, 3, -3, -2, 2.2, -1
- O=c1c2ccccc2nc(-c2ccccc2)n1Cc1ccco1
→ 9, 4, 4, -1, 4, 5, 7, 0.0, 10
- COc1cccc(CN2CCNC(=O)C2CC(=O)NCCc2cccc(C)n2)c1OC (stereo unspecified)
→ 8, 1, 3, 9, 8, 4, 14, -4.2, 0
- Cc1ccc2c(c1)[nH]c1c(N3CCN(Cc4ccccc4)CC3)ncnc12
→ 2, -1, 7, 7, 3, 18, 0, 2.2, 26
- CCC(C)[C@H]1COCCS(=O)(=O)N1Cc1ccc(Br)cc1 (stereo partly specified)
→ 2, 7, 2, -1, 7, -2, 0, 1.8, 0
- O=C(c1ccco1)N1CCN(S(=O)(=O)c2cccc(Cl)c2)CC1
→ 4, 1, -4, 0, 0, 1, 4, -2.9, 1
- O=C(Cn1ncc2c(=O)oc3ccccc3c21)NCCCN1CCCC1=O
→ 5, 3, -3, -2, 0, 0, 8, 0.4, -1
- O=C(Nc1nc(-c2ccccc2)c(-c2ccccc2)s1)c1ccc(S(=O)(=O)N2CCCC2)cc1
→ 1, 5, -2, -2, -3, 3, 3, -1.4, -2
- COc1ccc(CNC(=O)Oc2ccccc2)cc1Cl
→ 0, -5, -3, 4, 6, 2, 1, -0.7, 4
- NCCc1nnc(SCC(=O)c2ccc(Cl)cc2)o1
→ -5, 8, 2, 1, 5, -2, 0, -3.3, 2
- O=C(c1cccc(S(=O)(=O)N2CCOCC2)c1)N1CCN(C/C=C/c2ccccc2)CC1
→ -1, 7, nt, 1, 5, -3, 0, nt, -1
